Screening data deposited in PubChem BioAssay by several laboratories.
PDI inh: blocks human protein disulfide isomerase activity. inhibition, % at 10 µM. P07237. PDI insulin aggregation turbidity, A650, 90 min. AID 588391. 350,000 tested, 0.052% active;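 active = mean inhibition across replicates of 30% or more, whatever share of single replicates reach that level; inconclusive = mean inhibition below 30% while every single replicate reaches 30%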;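 note: absorbance from insulin aggregation driven by PDI reduction with DTT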
Target sequence (P07237 whole entry, looked up): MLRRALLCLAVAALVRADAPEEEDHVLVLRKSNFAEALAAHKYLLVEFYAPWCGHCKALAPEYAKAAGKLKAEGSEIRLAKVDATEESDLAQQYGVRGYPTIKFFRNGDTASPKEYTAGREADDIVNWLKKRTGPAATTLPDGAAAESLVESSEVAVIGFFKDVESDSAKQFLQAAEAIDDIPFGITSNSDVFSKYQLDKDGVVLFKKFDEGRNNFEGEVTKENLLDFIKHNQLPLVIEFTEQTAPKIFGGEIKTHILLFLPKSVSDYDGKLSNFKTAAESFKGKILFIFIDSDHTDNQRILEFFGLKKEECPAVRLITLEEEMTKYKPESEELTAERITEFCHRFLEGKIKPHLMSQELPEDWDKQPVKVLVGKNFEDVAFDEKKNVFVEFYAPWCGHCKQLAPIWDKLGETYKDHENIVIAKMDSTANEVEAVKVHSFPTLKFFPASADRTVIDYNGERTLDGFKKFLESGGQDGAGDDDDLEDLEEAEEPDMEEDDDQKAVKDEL
aDG glyco act: alpha-DG glycosylation activation; AID 624168; Pro5-aDG cells, alpha-DG glycosylation AlphaScreen (IIH6); 0% Pro5, 100% B10-LARGE cell signal; 360,000 tested, 0.22% active; activation, % at 10 µM;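 active = activation of at least 8% versus controls, or a plate z-score of at least 8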;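 note: Pro5 are CHO cells carrying HIG-tagged alpha-DG that lacks glycosylation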
Granule exo inh: lytic granule exocytosis inhibition; TALL-104 LAMP-1 surface exposure, flow cytometry; cells stimulated with thapsigargin and PMA; inhibition, % at 10 µM; 360,000 tested, 0.66% active;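 active = inhibition above about 55%, limit read from the data; inconclusive = no clear call, values can overlap the other calls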
Vif imaging: blocks HIV Vif function. HEK293T cells, Vif self-association by quenched fluorescence, imaging, 24 h. inhibition, % at 7.49 µM. 340,000 tested, 0.35% active; in the data active = inhibition above about 50%, passing the limit was not always enough; inconclusive = no clear call, values can overlap the other calls; inactive = below about 31%; note: some results filed as inactive read as strong as hits
Peg3 promoter: reduces Peg3 promoter-driven luciferase expression in HeLa. inhibition, % at 20 µM. 360,000 tested, 1.7% active. HeLa PEG-Prom luciferase reporter, luminescence, overnight;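 active = inhibition of at least 50% at 20 µM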
CaV13 FRET inh: Disruptors of the CACNA1D IQ motif to Ca2+-dependent inactivation inhibitor domain association, primary screening, Förster resonance energy transfer in intact living …; inhibition, % at 12.3 µM; HEK cells, CFP/YFP FRET ICDI-IQ, plate reader, 10 min; percent FRET-ratio fall versus neutral wells; 340,000 tested, 0.098% active;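 active = mean replicate inhibition of at least 30% and at least 1% of replicates passing that level; inconclusive = only one of the two criteria is met; inactive = neither criterion is met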;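 note: 0% = median of the neutral control wells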
NR2E3 ag-1: NR2E3 (human) agonism; GST-NR2E3/biotin-RetCOR TR-FRET, 1536-well; AID 2300; Q9Y5X4; 320,000 tested, 0.12% active; inhibition of corepressor binding, % at 4.78 µM;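 active = percent inhibition above the cutoff of mean plus 3 SD of all tested compounds, set per screening campaign, cut at about 20% in these data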;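 note: 0% = DMSO wells and 100% = biotin wells as full block of FRET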
Target sequence (Q9Y5X4 whole entry, looked up): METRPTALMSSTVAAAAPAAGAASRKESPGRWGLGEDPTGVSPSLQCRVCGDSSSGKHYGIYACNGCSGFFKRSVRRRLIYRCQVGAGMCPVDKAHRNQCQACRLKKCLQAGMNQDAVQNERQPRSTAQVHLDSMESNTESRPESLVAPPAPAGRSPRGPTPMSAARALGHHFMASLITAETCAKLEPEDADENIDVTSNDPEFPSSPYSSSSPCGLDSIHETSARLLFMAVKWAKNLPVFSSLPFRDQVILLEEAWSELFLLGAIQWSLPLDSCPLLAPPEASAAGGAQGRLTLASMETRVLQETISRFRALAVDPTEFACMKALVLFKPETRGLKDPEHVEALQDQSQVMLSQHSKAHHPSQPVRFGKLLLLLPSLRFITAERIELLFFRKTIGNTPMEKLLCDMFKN
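Material: NR2E3–RetCOR corepressor complex / Amount: 1.35 nM GST-NR2E3 / Medium: Tris pH 7.5 / Compound: single nominal compound dose of 4.8 µM / Incubation: 5 h at 4 °C / Technique: TR-FRET, Eu(K)-anti-GST donor, streptavidin-D2 acceptor, ex 340, em 617/671 nm / Read-out basis: percent loss of FRET ratio relative to control wells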
HIF-2a inh: HIF-2a inhibition. 786-0 RCC cells HIF-2a reporter, luciferase luminescence, overnight. inhibition, % at 18.8 µM. 360,000 tested, 0.72% active;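 active = inhibition of the luminescence signal of 40% or more relative to plate controls, in a single-dose primary screen at 18.75 µM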
NR2E3 ag-2: agonists of human NR2E3 nuclear receptor; inhibition of corepressor binding, % at 3.98 µM; 360,000 tested, 0.35% active; AID 602229; CHO-S Gal4-NCOR/VP16-NR2E3 two-hybrid, luciferase; Q9Y5X4;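 active = inhibition above the mean of all tested compounds plus 3 SD, cut at about 70% in these data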;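 note: 0% = DMSO with NR2E3 transfected cells and 100% = cells lacking NR2E3 construct; higher means lower luciferase signal from less NR2E3 corepressor binding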
MITF TRPM1 inh: reduces MITF-dependent TRPM1 promoter luciferase signal; inhibition, % at 12.5 µM; SK-MEL-5 TRPM1 promoter luciferase, 24 h; 330,000 tested, 0.83% active;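 active = mean inhibition across replicates of 60% or more, whatever share of single replicates reaches that level; inconclusive = some that reach 60%, reason not given; inactive = mean inhibition across replicates below 60%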; note: values of inactives mirror those of a sister screen read the other way
iPSC survival up: hiPSC single-cell survival enhancement. ATPlite luminescence; 100% = ROCK inhibitor wells, 0% = DMSO. survival enhancement, % at 20 µM. 360,000 tested, 0.044% active. AID 602274; in the data active = survival enhancement above about 18%;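 note: cells exposed to compounds for 16 hours before the ATP read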
An asterisk follows results filed as active; ? = inconclusive; · = not tested or not shown.

SMILES | PDI inh | aDG glyco act | Granule exo inh | Vif imaging | Peg3 promoter | CaV13 FRET inh | NR2E3 ag-1 | HIF-2a inh | NR2E3 ag-2 | MITF TRPM1 inh | iPSC survival up
O=C1/C(=C/c2ccc(F)cc2)SC(=S)N1NS(=O)(=O)c1ccccc1 | -4 | -0.1 | -8 | 8 | 22 | -4 | 2 | 29 | -12 | 13 | -0.8
COc1ccccc1CCNC(=O)CNC(=O)Cc1cccc2ccccc12 | 3 | 0.1 | -1 | -5 | 8 | -4 | -1 | 16 | -21 | 3 | -0.1
COc1ccc(N(CC(=O)Nc2ccc3c(c2)OCCO3)S(C)(=O)=O)c(OC)c1 | -5 | -0.3 | 0 | · | -56 | -4 | -3 | 22 | 18 | 2 | 0.9
CN(C)c1ccc(/C=N/NC(=O)c2ccccc2Cl)cc1 | 16 | -0.3 | -3 | 7 | -165 | 2 | -1 | -220 | -60 | -15 | 1.1
C#CCOCCOCCOCCNc1nc(N2CCN(C(=O)CCCCCCCCCCNC(=O)[C@H](CCCCN)n3cc(CCO)nn3)CC2)nc(N2CCN(C(=O)CCCCCCCCCCNC(=O)[C@H](CCCCN)n3cc(CCO)nn3)CC2)n1 | 5 | -0.3 | -3 | -2 | -18 | · | 5 | -2 | -6 | -4 | -1.5
O=C(O)CC1(CC(=O)NCc2ccc(F)cc2)CCCCC1 | -1 | -0.1 | -4 | -4 | 8 | -4 | -2 | 15 | -17 | -15 | 0.2
O=C1CC2(CCCCCC2)Oc2ccccc21 | -1 | -0.3 | 63* | 5 | 5 | -10 | -2 | 12 | -19 | 14 | 1.4
CCCn1c(Sc2nc3c(c(=O)[nH]c(=O)n3C)n2CCC)nc2c1c(=O)[nH]c(=O)n2C | 0 | 0.0 | 2 | 3 | 3 | -4 | -1 | 15 | -3 | 1 | 1.3
Cc1cc2cc(CNC(=S)NC3CCCCC3)ccc2[nH]1 | -1 | 1.0 | -6 | 1 | 4 | 1 | -5 | 4 | 0 | 16 | -0.9
Cc1ccc(NS(=O)(=O)c2ccc(-c3cnc(C4CC4)o3)cc2)c(C)c1 | 4 | -0.4 | 2 | -19 | -10 | -7 | 2 | 12 | 79* | 8 | -0.6
Cc1cccc(Nc2nnc(SCC(=O)NCC3CCCO3)s2)c1C (configuration not stated) | 0 | 0.1 | 0 | -1 | 0 | -6 | · | 1 | 0 | 6 | -0.3
COc1cccc(NC(=O)c2ccc(N3C(=O)C4CC=CCC4C3=O)cc2)c1 (configuration not stated) | -1 | 0.2 | 22 | 4 | 10 | -5 | -1 | 12 | 12 | -7 | -0.6
Cc1ccc(NC(=O)CNC(=O)Cn2cnc3sc(C)c(C)c3c2=O)cc1F | -2 | 0.2 | -19 | 19 | 9 | -15 | -1 | 4 | 4 | 0 | 0.2
CCCCN1C(=O)C(NC(=O)CC(C)C)(C(F)(F)F)C2=C1CC(C)(C)CC2=O (configuration not stated) | -11 | 0.1 | 0 | 2 | 13 | -5 | 0 | 0 | 2 | 3 | -2.5
Cc1cccnc1CNC(=O)C1(C)CCCN1CC(C)C (configuration not stated) | 25 | -0.2 | 14 | -1 | 2 | -9 | · | 10 | -24 | · | 0.6
O=C(NCc1ccccc1)c1cccnc1N1CCOCC1 | -3 | -0.1 | -1 | 5 | 13 | · | 7 | 4 | -3 | -5 | -0.6
O=C(N/N=C/c1cccc2nccnc12)c1ccccc1O | -6 | 0.0 | 2 | -3 | 8 | -4 | -5 | 9 | -20 | 23 | 0.0
O=C(NCCN1CCOCC1)c1cc2ccccc2o1 | 6 | -0.1 | 0 | -5 | 4 | -3 | 2 | 14 | -16 | -3 | -1.2
O=C(CN1CCSC1=NCc1ccccc1)c1ccccc1 | 19 | 0.2 | -2 | -1 | 8 | -5 | -3 | 9 | -17 | -3 | -1.4
Cc1cnc([N+](=O)[O-])n1CCOC(=O)NC(=O)c1c(F)cccc1F | -12 | 0.0 | -1 | 1 | 6 | 11 | 3 | 9 | -29 | 10 | 0.2
CCOC(=O)Cc1c(C)nc2c(-c3ccc(Cl)cc3)cnn2c1C | -7 | 0.6 | 1 | -4 | -101 | -5 | 5 | -124 | -27 | -23 | -1.0
CC(/C=N/n1cnnc1)=C\c1ccccc1 | -5 | -0.1 | 1 | -9 | 38 | -5 | 3 | 27 | -9 | 14 | -1.0
c1ccc2c(c1)c1cccc3ccc4cccc2c4c31 | · | 0.1 | 0 | 9 | -2 | · | 7 | -7 | -1 | -7 | -1.3
COc1ccccc1NC(=O)CSc1nnc2ccc(-c3ccccn3)nn12 | 16 | -0.1 | 0 | -14 | 2 | -7 | 4 | 2 | 35 | 6 | -0.4
CCCn1c(C2CCCN2c2nc(-c3cccc(Br)c3)cs2)nc2ccccc21 (configuration not stated) | -6 | 0.1 | 0 | 0 | -6 | -4 | 0 | 9 | -16 | 0 | -1.7

Records above marked active in NR2E3 ag-2:
| Compound | PDI inh | aDG glyco act | Granule exo inh | Vif imaging | Peg3 promoter | CaV13 FRET inh | NR2E3 ag-1 | HIF-2a inh | NR2E3 ag-2 | MITF TRPM1 inh |
| --- | --- | --- | --- | --- | --- | --- | --- | --- | --- | --- |
| Cc1ccc(NS(=O)(=O)c2ccc(-c3cnc(C4CC4)o3)cc2)c(C)c1 | 4 | -0.4 | 2 | -19 | -10 | -7 | 2 | 12 | 79* | 8 |

The list goes on.
SMILES | PDI inh | aDG glyco act | Granule exo inh | Vif imaging | Peg3 promoter | CaV13 FRET inh | NR2E3 ag-1 | HIF-2a inh | NR2E3 ag-2 | MITF TRPM1 inh | iPSC survival up
COc1ccccc1-n1c(SCC(=O)N2CCOCC2)nc2cccnc21 | -4 | -0.3 | 0 | 14 | -8 | -3 | 0 | 0 | 27 | 5 | 0.1
CSc1nccc(-c2sc(SC)c(C#N)c2-c2ccccc2)n1 | 0 | 0.5 | 0 | -8 | 25 | -4 | 2 | -5 | -2 | 11 | -0.4
CCCN1C(=O)/C(=C/c2ccc(N3CCOCC3)cc2)NC1=S | -3 | 0.3 | 2 | -1 | -12 | -59 | -3 | -1 | 4 | -13 | -0.5
C[C@@H](C(=O)Nc1ccc2ccccc2c1)[C@@H]1C[C@@]1(C)[C@@H](NC(=O)OCc1ccccc1)c1ccccc1 | 0 | 0.4 | 6 | 5 | 11 | · | 6 | -2 | 0 | -1 | -1.6
S=C1NCCOCCOCCNC(=S)N2CCOCCOCCN1CCOCCOCC2 | -2 | -0.1 | -2 | 1 | 4 | -4 | -2 | 20 | 5 | 0 | -1.8
COC(=O)c1ccc(NC(=S)Nc2ccc(O)cc2)cc1 | 4 | 0.0 | -5 | 5 | -2 | -1 | 4 | -10 | -29 | 3 | -1.0
Cc1cc(OCC(=O)NCCCN2CCOCC2)cc(C)c1Cl | 0 | 0.0 | -4 | 2 | 13 | -5 | -1 | 11 | 20 | 2 | -1.8
CCc1n(CC(O)COCC2CC=CCC2)c2ccccc2[n+]1C (configuration not stated) | 0 | 0.0 | 0 | -6 | 8 | -7 | -3 | 19 | -35 | -3 | 0.0
CC(C)COc1cccc(-c2cc(C(=O)Nc3ccon3)c3ccccc3n2)c1 | -6 | 0.0 | 2 | 7 | 11 | -2 | 0 | -16 | -40 | -2 | 0.8
O=C(O)c1cc(S(=O)(=O)N2CCN(S(=O)(=O)c3ccccc3)CC2)ccc1Cl | 4 | 0.1 | -17 | -10 | 12 | -1 | 1 | 3 | -27 | -4 | 1.0
COc1ccc(N/C(=N/c2nc(C)cc(C)n2)NC(=O)c2ccccc2)cc1 | -1 | 0.0 | -7 | -4 | 1 | -4 | -1 | 5 | 6 | 2 | 0.0
Cc1cc(=O)oc2cc(O)cc(OCc3ccccc3)c12 | -10 | 0.1 | 11 | -22 | -39 | -6 | · | -75 | 7 | -6 | 8.2
COc1ccc2nc(SCC(=O)NC(C)C)[nH]c2c1 | -4 | -0.2 | 2 | 8 | 2 | -5 | -1 | -6 | 11 | 7 | -1.5
CCOCCCNC1=C(Cl)C(=O)c2ccccc2C1=O | -4 | 1.6 | 6 | -1 | -93 | -4 | -9 | 30 | -34 | 30 | 0.8
CNS(=O)(=O)c1cccc(C(=O)OCC(=O)N2c3ccccc3NC(=O)C2(C)C)c1 | -5 | 0.3 | 5 | 5 | -5 | -16 | 4 | 12 | 3 | 0 | 0.2
COc1ccc(NC2CCCN(C(=O)c3ccc(C(C)=O)cc3)C2)cc1 (configuration not stated) | 5 | 0.5 | 9 | -16 | 8 | · | · | 4 | -4 | 1 | 0.3
CCCCN(C)CCCNC(=O)c1cn(CC)c2ccc(S(=O)(=O)N3CCc4ccccc4C3)cc2c1=O | 4 | 5.3 | 38 | 0 | 29 | -2 | 1 | 22 | 7 | 10 | -2.6
N=C(N)CCCOc1ccccc1-c1ccccc1 | 3 | -0.1 | -5 | 2 | 4 | -5 | 1 | 15 | -28 | -4 | -0.9
CC(C)CCCN1C(Nc2ccccc2)=NC[C@@H]1Cc1ccccc1 | -5 | 1.0 | -3 | · | -8 | · | 3 | 2 | -23 | -24 | -1.9
CCOc1ccc(S(=O)(=O)N(CC(=O)N/N=C/c2cccs2)c2ccc(C)cc2)cc1 | -5 | 0.0 | 0 | -4 | 18 | -6 | 5 | 14 | -12 | -4 | 1.2
CCOC(=O)Cn1nnnc1C | 2 | -0.1 | -3 | 5 | 6 | 1 | -1 | 20 | -11 | -2 | 0.7
CC(=O)C1=C(C)NC(SCC(=O)Nc2nccs2)=C(C#N)C1c1ccccc1Cl (configuration not stated) | -9 | 0.3 | -8 | -12 | 18 | -5 | -1 | -1 | -2 | -9 | -2.2
COc1ccc(CCNC(=O)COC(=O)c2ccc(F)c(S(=O)(=O)N3CCOCC3)c2)cc1 | 3 | 0.1 | -4 | ? | -12 | -5 | 0 | 4 | 3 | 5 | -1.2
O=C(CSc1ccccc1)NCC1(N2CCOCC2)CCCCC1 | 5 | 0.2 | 2 | 3 | 24 | -5 | -1 | 19 | -22 | 8 | -0.1
CCCc1c(O)nc(SCC(=O)NCc2ccco2)[nH]c1=O | 3 | 0.9 | -3 | 6 | -7 | -5 | 2 | 13 | -7 | 5 | 1.0
O=C(CSc1ncn[nH]1)N1CCCCC1 | -9 | -0.1 | -3 | -3 | 15 | -14 | 0 | 18 | 0 | 4 | 0.6
Cc1cccn2c(=O)c(/C=C3\SC(=S)N(CC(C)C)C3=O)c(NCCCOC(C)C)nc12 | -3 | 0.0 | 4 | 14 | -2 | · | 0 | 0 | -13 | -16 | -1.1
Cc1nn(-c2ccccc2)c(C)c1/C=N/NC(=O)c1cc(-c2cccc3ccccc23)n[nH]1 | 4 | 2.4 | 5 | -5 | -13 | -5 | 1 | -20 | -40 | -15 | 0.5
CC1(C(=O)NCc2ccc3c(c2)OCO3)CCN1Cc1csc2ccccc12 (configuration not stated) | 1 | 0.6 | -2 | · | 9 | -9 | · | -9 | -33 | · | -1.4
CC(C)c1ccc(/C=C/C(=O)N2CCc3ccccc3C2)cc1 | 9 | -0.1 | -4 | -5 | -124 | -5 | 2 | -136 | -16 | 0 | -1.4
